# Assay outcomes as filed in PubChem.
# RECQ1 helicase: qHTS Assay for Inhibitors of RecQ-Like Dna Helicase 1 (RECQ1); ATP-dependent DNA helicase Q1 (Homo sapiens), P46063; RECQ1 DNA unwinding, red fluorescence kinetic read; Potency, µM (series often up to 57.3 µM), for the others: at the top dose activity, negative = inhibition, actives largely listed as inhibitors; actives 0.54% (n = 240,000); AID 2549, 2010;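 also: plate controls were vehicle for no effect and no enzyme for full effect; nearly all actives have a fitted effect of over 30% in size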
# Target sequence (P46063 whole entry, looked up): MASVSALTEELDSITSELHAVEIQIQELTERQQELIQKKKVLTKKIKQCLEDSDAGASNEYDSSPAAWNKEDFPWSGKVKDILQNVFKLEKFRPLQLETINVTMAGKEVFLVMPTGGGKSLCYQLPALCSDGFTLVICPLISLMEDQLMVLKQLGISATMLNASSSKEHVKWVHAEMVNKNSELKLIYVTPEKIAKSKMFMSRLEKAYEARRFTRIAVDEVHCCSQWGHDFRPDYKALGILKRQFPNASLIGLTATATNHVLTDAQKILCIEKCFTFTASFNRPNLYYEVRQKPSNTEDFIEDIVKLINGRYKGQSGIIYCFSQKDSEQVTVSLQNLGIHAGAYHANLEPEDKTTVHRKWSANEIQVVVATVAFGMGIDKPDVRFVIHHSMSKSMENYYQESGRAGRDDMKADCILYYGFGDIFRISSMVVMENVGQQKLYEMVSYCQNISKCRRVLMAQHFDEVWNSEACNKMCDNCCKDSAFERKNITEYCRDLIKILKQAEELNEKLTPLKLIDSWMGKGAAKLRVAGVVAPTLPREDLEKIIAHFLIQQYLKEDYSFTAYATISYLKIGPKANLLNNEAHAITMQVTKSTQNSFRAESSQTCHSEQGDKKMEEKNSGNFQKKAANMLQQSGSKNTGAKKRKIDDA
#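 50 nM RECQ1T1 preincubated 15 min with compound in Tris pH 8.0 buffer with MgCl2, DTT, Tween-20 and 2.5 ug/ml poly(dI-dC); started with 200 nM TAMRA/BHQ-2 forked duplex and 2 mM ATP. Unwinding read as fluorescence (525/598 nm), two reads 2 h apart.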
# JMJD2E inh: qHTS Assay for Inhibitors of Human Jumonji Domain Containing 2E (JMJD2E); Lysine-specific demethylase 4E (Homo sapiens), B2RXH2; actives 1.6% (n = 230,000); JMJD2E catalytic domain, FDH-coupled NADH fluorescence (FDH is formaldehyde dehydrogenase); Potency, µM (titrated, usually from 57.1 µM), without a hit: at the top dose activity change, negative = inhibition, most hits filed as inhibitors; AID 2147, 2009; active = well fitted inhibition curve with a large enough effect, not every such curve was filed as active; inconclusive = small, poorly fitted or top-dose-only effect, or another doubt; inactive = no such curve, though single readings can be large or run the other way;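 also: 0% = wells with enzyme and -100% = buffer wells without enzyme; nearly all actives have a fitted effect of over 50% in size; many of its hits are not listed in these tables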
# L3MBTL1 inh: qHTS Assay for the Inhibitors of L3MBTL1 | Potency, µM (titrated, usually from 57.1 µM), without a hit: top-dose activity, negative = inhibition, usual class: inhibitors | AlphaScreen L3MBTL1–H3K9me1 peptide binding | actives 0.66% (n = 230,000) | Lethal(3)malignant brain tumor-like protein 1 (Homo sapiens), Q9Y468; also: nearly all actives have a fitted effect of over 60% in size
#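 L3MBTL1 (50 nM) pre-complexed 30 min with biotinylated H3(1-15)K9me1 peptide (75 nM), then compounds added for 30 min at room temperature; AlphaScreen streptavidin donor/nickel chelate acceptor beads (10 ug/mL final) read after 30 min dark incubation.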
# Tau fibril ThT: qHTS for Inhibitors of Tau Fibril Formation, Thioflavin T Binding | Microtubule-associated protein tau (Homo sapiens), P10636 | recombinant tau K18 P301L (four-repeat tau fragment), heparin-induced fibrillization, ThT fluorescence | Potency, µM (doses to about 57.4 µM), for the others: at the highest dose activity, negative = inhibition, usual class: inhibitors | actives 2.1% (n = 270,000) | AID 1460, 2008; also: nearly all actives have a fitted effect of over 55% in size
#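 In this qHTS, human K18 P301L tau is incubated with compound and heparin for 6 hr at 37 C, and Thioflavin T fluorescence then reports fibril load.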
# Tau FP inhib: qHTS for Inhibitors of Tau Fibril Formation, Fluorescence Polarization; Microtubule-associated protein tau (Homo sapiens), P10636; K18 P301L tau heparin fibrillization, Alexa594 FP, 6 h; Potency, µM (series often up to 57.7 µM), without a hit: at the top dose activity, negative = inhibition, hits mostly inhibitors; actives 0.39% (n = 280,000); AID 1468, 2008; also: nearly all actives have a fitted effect of over 55% in size
#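 Compound effects on tau fibrillization are measured by Alexa 594 fluorescence polarization (ex 555, em 632 nm). K18 P301L tau is used at 15 uM with 0.24 uM labeled tracer, and 20 uM heparin induces aggregation over 6 hr at 37 C.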
# TRb SRC2 PPI: qHTS for Inhibitors of the Interaction of Thyroid Hormone Receptor and Steroid Receptor Coregulator 2. TRbeta-SRC2 peptide binding, fluorescence polarization; receptor liganded with 1 µM T3. AID 1469, 2008. Thyroid hormone receptor beta (Homo sapiens), P10828. Potency, µM (top dose mostly 106 µM), for inactives: at the highest dose activity change, negative = inhibition, actives largely listed as inhibitors. actives 0.065% (n = 280,000);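 also: plate controls were bound peptide for no effect and peptide without receptor for full effect; nearly all actives have a fitted effect of over 50% in size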
# Target sequence (P10828 whole entry, looked up): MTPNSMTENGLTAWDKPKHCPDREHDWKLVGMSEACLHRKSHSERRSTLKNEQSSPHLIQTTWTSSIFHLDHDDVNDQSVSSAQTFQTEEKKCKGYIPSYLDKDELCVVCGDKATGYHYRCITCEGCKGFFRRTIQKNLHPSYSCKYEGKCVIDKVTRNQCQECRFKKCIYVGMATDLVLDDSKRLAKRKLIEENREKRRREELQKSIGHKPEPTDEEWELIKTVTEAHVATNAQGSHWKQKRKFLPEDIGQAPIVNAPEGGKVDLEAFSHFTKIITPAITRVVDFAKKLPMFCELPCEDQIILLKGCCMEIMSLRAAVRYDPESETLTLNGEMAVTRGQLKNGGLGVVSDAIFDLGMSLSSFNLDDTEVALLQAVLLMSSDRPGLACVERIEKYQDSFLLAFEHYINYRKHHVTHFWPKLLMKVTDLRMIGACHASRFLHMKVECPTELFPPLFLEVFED
#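 Decrease in fluorescence polarization of 20 nM Texas Red SRC2 coactivator peptide flagged inhibition of its binding to 0.6 uM TRb LBD; 1 uM T3 included, incubation 5 hr, ex 555/em 632 nm.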
# TR SRC2 fluor cs: Total Fluorescence Counterscreen for Inhibitors of the Interaction of Thyroid Hormone Receptor and Steroid Receptor Coregulator 2 | TRb/SRC2 Texas Red total fluorescence interference | Potency, µM (top dose mostly 106 µM), inactives show at the highest dose fluorescence change, negative = quenching | actives 0.29% (n = 280,000) | AID 1479, 2009; active = well fitted curve in either direction with a large enough effect; inconclusive = small, poorly fitted or top-dose-only effect
#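 Human TRb ligand-binding domain at 0.6 uM with 20 nM Texas Red SRC2 peptide in Tris buffer containing 1 uM T3 and 5% DMSO, incubated with compound 5 h at ambient temperature. Total fluorescence (555/632 nm) calculated as parallel + 2 × perpendicular.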
# RGS12 GoLoco inh: qHTS Assay for Inhibitors of RGS12 GoLoco Motif Activity (Red Fluorophore); Gai1:RGS12 GoLoco peptide FP, rhodamine, 10 min; Potency, µM (highest dose often 61.6 µM), inactives show at the top dose activity, negative = inhibition, most hits filed as inhibitors; Guanine nucleotide-binding protein G(i) subunit alpha-1 (Homo sapiens), P63096; actives 0.44% (n = 230,000); active = well fitted inhibition curve with a large enough effect, not every such curve was filed as active; inactive = no such curve, though single readings can be large or run the other way; also: nearly all actives have a fitted effect of over 30% in size; many of its hits are not listed in these tables
# * marks the source's active call; other numbers are inactive results; i = inactive; ? = inconclusive; · = no result given; & = joins results of further samples; [ ] = dose if it differs, or a comment. Unless noted, calls follow the shape of the dose curve; as a rule, active = well fitted curve in the direction sought with a large enough effect; inconclusive = small, poorly fitted or top-dose-only effect, or another doubt; inactive = no such curve, though single readings can be large; an effect the other way counts as inactive or inconclusive. Unless noted, % is scaled to controls: 0 for no effect and ±100 for the full control effect; potency is read from the fitted curve at half-maximal effect. Not all compounds are listed. The share of hits here may be higher or lower than overall.
SMILES,RECQ1 helicase,JMJD2E inh,L3MBTL1 inh,Tau fibril ThT,Tau FP inhib,TRb SRC2 PPI,TR SRC2 fluor cs,RGS12 GoLoco inh
Cc1nn(C(CC(=O)O)C(=O)O)c(C)c1Br (stereo not given),-4%,-1%,5%,-10%,-1%,7%,-4%,2%
CC1Cc2ccccc2N1S(=O)(=O)c1cnc[nH]1 (stereo not given),-1%,-8%,·,9%,3%,-12%,-3%,10%
CCOc1ccc(-n2c(-c3ccccc3)nnc2-c2ccccc2)cc1,-6%,-1%,-7%,-11%,-7%,-6%,-6%,-6%
CC1N=C2c3ccccc3N=C(SCC(=O)NCc3ccc(Cl)cc3)N2C1=O (stereo not given),·,·,·,0%,-5%,-4%,0%,·
CC(=O)c1ccc(NC(=O)c2noc3c2CSc2ccccc2-3)cc1,·,·,·,?,-7%,5%,0%,·
CCCCn1c(SCC(=O)O)nc2ccccc21,3%,3%,?,-11%,-8%,2%,-4%,-36%
O=C(Nc1cc([N+](=O)[O-])ccc1N1CCOCC1)c1ccco1,i,9%,12%,-3%,1%,-2%,0%,5%
COCCCN1CN(S(=O)(=O)c2ccc(Cl)cc2)c2nc3ccccc3nc21,1%,?,-6%,?,-7%,-2%,1%,7%
O=C(CSc1nc2ccsc2c(=O)n1Cc1ccc(F)cc1)NCc1ccc(Cl)cc1,·,·,·,2%,-6%,0%,-3%,·
C=CCN(C(=O)Cn1nnc2ccccc21)C(C(=O)NCCOC)c1ccc(OC)cc1OC (stereo not given),9%,1%,15%,0%,-9%,-13%,-2%,8%
O=C1/C(=C/c2ccc3c(c2)OCO3)CCC/C1=C\c1ccc2c(c1)OCO2,-3%,-6%,-19%,4µM*,-3%,-1%,1%,12%
COc1ccc(C(=O)N/C(=C\c2cn(S(=O)(=O)N(C)C)c3ccccc23)C(=O)NC(C)C)cc1,4%,-3%,·,6%,5%,8%,3%,-1%
Cc1nn(-c2ccccc2)c(C)c1/C=N\N1CCN(c2ccc(Cl)cc2)CC1,0%,3%,4%,8.9µM*,-8%,6%,-5%,-6%
CSCCC(NS(=O)(=O)c1ccc2[nH]c(=O)c(=O)[nH]c2c1)C(=O)O (stereo not given),13%,?,5%,-7%,-11%,3%,-2%,0%
Cc1ccc2nc(C)cc(Nc3ccc4c(c3)OCCO4)c2c1,-7%,-3%,·,-18%,4%,-9%,-3%,-1%
CC(=O)c1cccc(NC(=O)Cn2nc(C)n3cccc3c2=O)c1,·,·,·,?,?,-6%,0%,·
CCOc1ccc(OCC)c(NC(=O)C2CCCN(S(=O)(=O)c3ccc4c(c3)oc(=O)n4C)C2)c1 (stereo not given),·,·,·,2%,-5%,-4%,1%,·
O=C(Nc1ccc2cn[nH]c2c1)c1ccccc1F,-2%,0%,10%,-16%,-4%,1%,-2%,8%
CCOC(=O)C1CCN(C(=O)COc2ccc(S(=O)(=O)NC(C)C)cc2Cl)CC1,-4%,-2%,12%,2%,-3%,0%,-7%,-9%
CCOC(=O)C1=C(c2ccccc2)N=C2SCC(=O)N2C1c1ccc(O)c(OC)c1 (stereo not given),-7%,-7%,·,-8%,6%,-4%,3%,2%
CCOc1ccccc1-c1noc(CCCC(=O)Nc2cccc(C(F)(F)F)c2)n1,·,·,·,-6%,-18%,-6%,0%,·
CC1CC(C)CN(CCCNC(=O)c2ccc(CS(=O)(=O)Cc3ccccc3F)o2)C1 (stereo not given),0%,5%,1%,-12%,-4%,1%,-3%,3%
O=C1CCCC2=C1C(c1cccs1)Nc1ccccc1N2 (stereo not given),-2%,-4%,0%,-1%,5%,0%,1%,15%
CN(CC(=O)N1CC=C(c2ccccc2)CC1)S(=O)(=O)c1ccc2c(c1)c(=O)n(C)c(=O)n2C,-10%,?,·,-14%,8%,-13%,1%,-13%
O=C(Cn1ncc2ccc(Cl)cc21)NCc1ccc(F)cc1,·,·,·,-10%,-10%,10%,0%,·
Cc1cc(C)cc(NC(=O)Nc2ccc(N3CCCCC3)cc2)c1,i,4%,?,?,10%,-5%,-2%,-17%
CCn1c2c(c(=O)n3ncc(C(=O)Nc4ccc(F)c(Cl)c4)c13)CN(Cc1ccc(OC)cc1)CC2,·,·,·,?,-11%,5%,-22%,·
CC1CCc2onc(C(=O)N3CCN(c4ccc(Cl)cc4)CC3)c2C1 (stereo not given),·,·,·,-12%,0%,-9%,-4%,·
COc1ccccc1NC(CC(=O)c1ccccc1)C(=O)OCC(=O)c1ccc(F)cc1 (stereo not given),-12%,-3%,-16%,-15%,9%,6%,2%,-4%
COc1ccc(CCN(Cc2nc3ccccc3c(=O)[nH]2)C(=O)c2ccco2)cc1,i,5%,·,-13%,3%,0%,-5%,8%

# 2 compounds picked at random from those above:
SMILES,RECQ1 helicase,JMJD2E inh,L3MBTL1 inh,Tau fibril ThT,Tau FP inhib,TRb SRC2 PPI,TR SRC2 fluor cs,RGS12 GoLoco inh
CCOc1ccc(OCC)c(NC(=O)C2CCCN(S(=O)(=O)c3ccc4c(c3)oc(=O)n4C)C2)c1 (stereo not given),·,·,·,2%,-5%,-4%,1%,·
CN(CC(=O)N1CC=C(c2ccccc2)CC1)S(=O)(=O)c1ccc2c(c1)c(=O)n(C)c(=O)n2C,-10%,?,·,-14%,8%,-13%,1%,-13%

# Next part
SMILES,RECQ1 helicase,JMJD2E inh,L3MBTL1 inh,Tau fibril ThT,Tau FP inhib,TRb SRC2 PPI,TR SRC2 fluor cs,RGS12 GoLoco inh
Cc1ccccc1NCN1C(=O)C2C3C=CC(C3)C2C1=O (stereo not given),6%,56%[activator],2%,-11%,-2%,-3%,-7%,-2%
CCOc1ccc(-c2cc(CCCC(=O)NCCCOC)no2)cc1,-2%,-4%,2%,?,-2%,-12%,-1%,1%
O=C1c2ccccc2C(O)N1Cc1ccccc1 (stereo not given),-19%,-17%,5%,-8%,-1%,-20%,1%,3%
CCOC(=O)C(NCc1ccco1)(NC(=O)c1ccccc1)C(F)(F)F (stereo not given),2%,1%,·,5%,-6%,-1%,-4%,-5%
CCOc1ccc(-c2nnc(SCC(=O)NC3CCCC3)nc2-c2ccc(OCC)c(OC)c2)cc1OC,·,·,·,11%,2%,4%,-4%,·
COC(=O)c1c(Oc2ccc(C(C)=O)cc2)nnc(-c2ccccc2)c1-c1ccccc1,·,·,·,?,-2%,-5%,?,·
COc1ccc(CCNC(=O)CN(c2ccccc2OC)S(C)(=O)=O)cc1,-2%,-3%,9%,-6%,5%,0%,-1%,-3%
CCCCNCc1cccn1-c1ccccc1,-7%,?,-11%,-9%,-3%,-1%,1%,11%
CCCCCC(=O)N1CC2(CC(c3cccc(NC(=O)COc4ccc(Cl)cc4)c3)=NO2)C[C@@H]1C(N)=O (stereo not given in full),-2%,-6%,·,14%,7%,-7%,0%,-8%
CCOC(=O)C1(CC2CCCCO2)CCN(C(=O)Nc2ccc(C)c(C)c2)CC1 (stereo not given),i,6%,6%,-8%,1%,1%,5%,0%
COc1cccc(Cn2cccc(NC(=O)NC3CCCCC3)c2=O)c1,-3%,?,·,-7%,0%,5%,2%,12%
Cc1ccc(C(=O)Cc2nnc(C)s2)cc1,19%,2%,6%,-5%,1%,5%,-2%,4%
O=C(Nc1cccc(C(=O)N2CCN(c3ccccc3F)CC2)c1)c1nsc2ccccc12,·,·,·,-17%,-13%,1%,-1%,·
COc1ccc(NC(=O)CSc2n[nH]c(N)n2)c([N+](=O)[O-])c1,i,1%,0%,-18%,8%,-3%,-7%,2%
Nc1ccc(CCNc2ncnc3c2ncn3C2OC(CO)C(O)C2O)cc1 (stereo not given),-13%&22%,1%,·,-12%&0%,?,0%&5%,-7%&-2%,5%&5%
CC(C)c1nc2ccc(C(=O)NCCCN3CCN(c4ccc(F)cc4)CC3)cc2o1,·,·,·,-13%,2%,5%,-4%,·
O=c1cc(CO)oc(CN2CCN(c3ccccc3F)CC2)c1O,4%,?,8%,-16%,-8%,0%,0%,6%
CCC(=O)N1CCc2cc(S(=O)(=O)NCCC(=O)N3CC=C(c4ccccc4)CC3)ccc21,8%,-12%,2%,?,0%,0%,0%,10%
O=C1c2cccc3cccc(c23)C(=O)N1CCN1CCN(C(=S)Nc2ccccc2)CC1,0%,-29%,-4%,-13%,9%,5%,-10%,1%
Cc1ccc(NC(=O)c2cc(S(=O)(=O)N(C)C3CCCCC3)ccc2F)cc1C,·,·,·,-4%,-11%,2%,-2%,·
Cc1cc(O)c(C2(C(F)(F)F)NCCNC2=O)cc1C (stereo not given),0%,1%,-5%,-4%,8%,7%,0%,3%
CCN(Cc1ccccc1)C(=O)CN1C(=O)COc2ccc(S(=O)(=O)N3CCOCC3)cc21,·,·,·,-1%,-7%,-10%,0%,·
COc1ccc(-c2cn(-c3cccc(C)c3)c(=O)[nH]2)cc1OC,-2%,?,·,?,-4%,8%,2%,0%
COc1ccc(-c2nsc(NC(=O)COc3ccc(C)c(C)c3)n2)cc1,·,·,·,-6%,-14%,5%,-1%,·
CCCCONc1ncnc2nonc12,-20%,2%,-9%,6%,-4%,1%,-7%,-9%
COc1ccc(NC(=O)c2ccc(C(=O)Nc3ccc(OC)cc3OC)cc2)c(OC)c1,-18%,-6%,·,-9%,-12%,4%,-1%,8%
CC(=O)NC(=S)Nc1cccc2c(C)cc(C)nc12,-2%,-13%,?,-1%,3%,6%,1%,3%
NC(=O)c1ccc(N2CCCCCC2)c([N+](=O)[O-])c1,-2%,-6%,?,-15%,0%,-5%,-5%,11%
CC(C)Oc1ccc(CNC(=O)c2sc3ncccc3c2-n2cccc2)cc1,·,·,·,2%,-6%,9%,-2%,·
